hIAP activ – increases human intestinal alkaline phosphatase activity | P09923 | purified human IAP, CDP-Star luminescence, 30 min; active compounds read high; 1 = vehicle-only enzyme, 0 = enzyme-free background | activation factor at 10 µM | 330,000 tested, 0.16% active | AID 2524;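 active = activation factor of the enzyme at least 2-fold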; also: the source names both 10 and 20 µM as test concentration; values of inactives mirror those of a sister screen read the other way
Target sequence (P09923 whole entry, looked up): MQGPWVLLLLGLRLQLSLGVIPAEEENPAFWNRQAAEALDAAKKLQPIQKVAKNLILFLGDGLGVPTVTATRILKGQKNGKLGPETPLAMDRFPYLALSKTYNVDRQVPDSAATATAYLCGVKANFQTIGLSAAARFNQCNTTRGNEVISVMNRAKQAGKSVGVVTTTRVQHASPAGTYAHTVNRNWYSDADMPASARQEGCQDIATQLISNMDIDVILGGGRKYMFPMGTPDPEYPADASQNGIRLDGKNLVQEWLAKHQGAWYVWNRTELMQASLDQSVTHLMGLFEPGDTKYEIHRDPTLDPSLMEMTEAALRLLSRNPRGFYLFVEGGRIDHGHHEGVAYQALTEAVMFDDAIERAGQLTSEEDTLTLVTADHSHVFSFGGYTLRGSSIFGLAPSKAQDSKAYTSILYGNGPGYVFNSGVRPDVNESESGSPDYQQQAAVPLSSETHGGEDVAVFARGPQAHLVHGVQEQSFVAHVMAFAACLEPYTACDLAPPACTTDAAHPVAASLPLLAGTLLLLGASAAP
ATG4B inh – inhibitors of human ATG4B cysteine protease; Q9Y4P1; inhibition, % at 8.33 µM; 340,000 tested, 0.51% active; ATG4B cleavage of LC3-PLA2, NBD-HPC fluorescence, 1 h; in the data active = inhibition above about 40%
Target sequence (Q9Y4P1 whole entry, looked up): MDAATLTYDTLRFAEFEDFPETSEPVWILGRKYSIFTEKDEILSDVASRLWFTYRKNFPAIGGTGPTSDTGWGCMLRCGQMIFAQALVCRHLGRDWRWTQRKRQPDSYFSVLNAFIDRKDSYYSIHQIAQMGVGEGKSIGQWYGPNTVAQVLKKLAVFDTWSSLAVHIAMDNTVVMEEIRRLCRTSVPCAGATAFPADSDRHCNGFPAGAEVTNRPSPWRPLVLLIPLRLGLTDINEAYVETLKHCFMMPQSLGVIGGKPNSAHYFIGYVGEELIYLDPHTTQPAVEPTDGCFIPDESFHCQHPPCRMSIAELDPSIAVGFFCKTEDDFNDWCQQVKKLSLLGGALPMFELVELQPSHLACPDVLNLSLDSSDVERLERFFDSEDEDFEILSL
mIAP inh – blocks mouse intestinal alkaline phosphatase; inhibition, % at 10 µM; AID 2806; purified mouse IAP, CDP-Star luminescence, 30 min; 330,000 tested, 0.2% active;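 active = inhibition of at least 40% at 10 µM in the primary screen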;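 also: plate controls were DMSO with enzyme for no effect and no enzyme wells for full effect; values of inactives mirror those of a sister screen read the other way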
TIM10 inh – growth inhibitors of TIM10 yeast strain. AID 463195. inhibition, % at 10 µM. S. cerevisiae TIM10 strain growth, BacTiter-Glo luminescence, 24 h. 330,000 tested, 1.4% active;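 active = inhibition of 40% or more at the single tested concentration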;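 also: wild-type TIM10 isogenic control strain grown at permissive 25 °C; 0% = DMSO yeast wells and 100% = minimal medium wells without yeast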
hIAP block – blocks human intestinal alkaline phosphatase; P09923; 330,000 tested, 0.12% active; purified IAP, CDP-Star luminescence, 30 min; inhibition, % at 10 µM;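 active = inhibition reaching a set limit with compound at 10 µM in the primary screen, cut at about 35% in these data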;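 also: plate controls were DMSO wells with enzyme for no effect and no-enzyme buffer wells for full effect; values of inactives mirror those of a sister screen read the other way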
mIAP act – increases mouse intestinal alkaline phosphatase activity. muIAP, CDP-Star luminescence, 30 min; active compounds read high; 1 = vehicle-only enzyme signal, 0 = enzyme-free wells. activation factor at 10 µM. 330,000 tested, 0.24% active;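 active = activation factor of at least 2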; also: the source names both 10 and 20 µM as test concentration; values of inactives mirror those of a sister screen read the other way
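Assay system: mouse IAP enzyme / Compound: DMSO-dissolved test compounds / Timing: 30 min, room temperature / Measured by: luminescence from enzymatic CDP-Star hydrolysis / Control set: DMSO-only wells, enzyme-free buffer wells as negative control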
NLRP3 yeast inh – inhibitors of NALP3 inflammasome in yeast; Yeast reconstituted NLRP3/ASC/caspase-1, beta-gal luminescence, 24 h; inhibition, % at 10 µM; 330,000 tested, 0.39% active; AID 2825;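 active = inhibition of 50% or more; inactive = inhibition below 50%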;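 also: plate controls were induced DMSO wells for no effect and uninduced yeast grown without galactose for full effect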
tim10-1 inh – growth inhibitors of tim10-1 mutant yeast; AID 463190; S. cerevisiae tim10-1 ts strain growth, BacTiter-Glo, 24 h; 330,000 tested, 2.2% active; inhibition, % at 20 µM;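 active = inhibition of at least 40%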;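 also: mutant grown at 25 °C; 0% = DMSO wells with yeast and 100% = wells holding no yeast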
Apaf-1 inh – inhibitors of human Apaf-1 apoptosome; inhibition, % at 20 µM; reconstituted apoptosome caspase-3 activity, DEVD-Rh110 fluorescence; AID 489030; 330,000 tested, 0.71% active; active = inhibition of at least 40% at 20 µM;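 also: plate controls were DMSO wells for no effect and DEVD-CHO caspase inhibitor wells for full effect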
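Medium: Hepes buffer, pH 7.5 / System: biochemical Apaf-1 apoptosome reconstitution / Measured by: Rh110 fluorescence, excitation 480 nm, emission 540 nm / Times: compound with Apaf-1, dATP, procaspase-3 30 min, then 50 min reaction, room temperature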
* hit, by the source's call; nt = not tested or not shown.

SMILES	hIAP activ	ATG4B inh	mIAP inh	TIM10 inh	hIAP block	mIAP act	NLRP3 yeast inh	tim10-1 inh	Apaf-1 inh
COCCn1c(C)cc(C(=O)COC(=O)/C=C/c2cccc(OC)c2)c1C	0.867	9.9	-0.8	17.6	13.3	1.01	18.4	38.6	12.5
CCOC(=O)c1cnc2nc(C)[nH]n2c1=O	1.07	7.8	-12.0	-12.7	-6.7	1.12	31.8	-12.7	-0.6
COC(=O)c1c(NC(=O)C2c3ccccc3Oc3ccccc32)sc(C)c1C	0.86	-3.0	-2.8	-2.9	14.0	1.03	5.2	15.9	5.2
N#Cc1ccc(CNc2cnccn2)cc1	1.11	-3.1	-1.3	9.7	-10.6	1.01	4.2	4.9	-17.8
CCC(=O)Nc1cccc(C2=NOC3(C2)C[C@@H](C(N)=O)N(C(=O)c2cc([N+](=O)[O-])cc([N+](=O)[O-])c2)C3)c1 (some centres undefined)	0.972	-9.4	3.8	-0.3	2.8	0.962	21.0	-24.1	-4.8
Cc1cc(C)nc(N(C#N)CC(=O)N2CCC(C(N)=O)CC2)n1	1.13	4.7	-9.3	-6.0	-13.2	1.09	9.5	7.5	-3.0
CN(Cc1ccccc1)C(=O)c1ccco1	0.953	-30.4	-0.5	-19.1	4.7	1	-11.9	4.8	-22.1
Cc1nc2ccccc2c(=O)n1-c1ccc(F)c(NS(=O)(=O)c2ccccc2F)c1	0.82	-0.4	7.5	-0.1	18.0	0.925	-2.8	6.0	3.4
CC1CCCC(NC(=O)C2N(CCCN3CCCC3)C(=O)C3C(C(=O)Nc4cccc(Cl)c4)C4C=CC32O4)C1C (centres undefined)	1.31	3.1	-6.4	-22.1	-31.0	1.06	11.2	-1.5	4.2
Cc1nc(C(=O)Nc2ccccc2)sc1C1(C)CC(c2cccnc2)=NO1 (centres undefined)	1.04	-6.4	5.0	-6.0	-3.6	0.95	29.5	-4.7	10.4
CC(NC(=O)Cn1c(NCCO)nc2ccccc21)C1CC2CCC1C2 (centres undefined)	0.931	-4.5	8.1	14.2	6.9	0.919	-23.5	2.5	6.4
Cn1c(=Nc2ccc(N3CCOCC3)cc2)ccc2ccccc21	0.985	-12.2	6.5	-2.6	1.5	0.935	16.7	6.3	6.5
CCCc1cc(=O)oc2cc(C)cc(OCC(=O)NC(Cc3c[nH]c4ccc(O)cc34)C(=O)O)c12 (centres undefined)	1.03	-18.5	16.9	-0.3	-2.7	0.831	-2.2	5.1	14.7
CCc1nnc(NC(=O)CN2CCN(C3CCCCC3)CC2)s1	1.06	-5.0	-8.4	-1.7	-5.8	1.08	13.5	16.3	-0.5
C=CCOc1c(Br)cc(CNc2ccc(NC(=O)C(C)C)c(OC)c2)cc1OC	0.857	-9.3	9.1	-4.4	14.3	0.909	16.6	-4.0	23.6
CC1CCN(c2ncnc3c2cnn3Cc2ccc(Cl)cc2)CC1	0.953	1.4	3.8	24.3	4.7	0.962	36.7	31.2	10.8
O=C(NCCOC(=O)c1ccccc1)c1ccccc1	0.896	-4.5	-3.1	-2.8	10.4	1.03	11.2	-14.1	9.3
CCOC(=O)C1=C(C)NC(=O)NC1c1cc(C)sc1C (centres undefined)	0.863	-3.3	-6.0	2.9	13.7	1.06	22.6	2.1	13.5
CCOc1ccc(-c2nn[nH]n2)cc1	0.976	-12.3	-4.6	-7.6	2.4	1.05	-4.2	0.8	3.0
COc1ccccc1NC(=O)NC1(C(=O)N2CCCCCC2)CCCCC1	1.25	2.9	-9.6	7.4	-25.4	1.1	11.2	14.0	5.5
CC(C)=C1C2CC2C2C(C(=O)O)C12 (centres undefined)	1.43	-6.5	4.2	-8.8	-42.5	0.958	10.6	8.1	-13.3
O=C(NCc1ccco1)C1CC(c2ccc(Cl)cc2)=NO1 (centres undefined)	1.02	-1.8	2.5	6.1	-1.6	0.975	27.3	-1.8	4.4
Cc1noc(N)c1C(=O)Nc1ccc(F)c(Cl)c1	0.935	-13.9	-9.9	3.1	6.5	1.1	9.1	12.1	11.6
Oc1ccc(CNc2ccc(F)cc2)c2cccnc12	1.35	-4.3	2.4	-1.3	-35.5	0.976	-58.7	15.3	11.0
Cc1ccsc1C(=O)OCC(=O)N1CCOCC1	0.999	-5.0	-1.8	-8.5	0.1	1.02	-1.3	18.0	-2.4

Remaining list, next part.
SMILES	hIAP activ	ATG4B inh	mIAP inh	TIM10 inh	hIAP block	mIAP act	NLRP3 yeast inh	tim10-1 inh	Apaf-1 inh
CC[n+]1c(/C=C/c2ccc(OC)c(OC)c2)ccc2ccccc21	1	-3.1	-0.1	2.0	-0.3	1	14.9	-12.5	-9.1
O=S(=O)(CC(CN1CCOCC1)N1CCOCC1)c1ccccc1 (centres undefined)	1.01	-4.8	1.4	-5.8	-0.6	0.986	1.9	6.6	-4.1
N=C1/C(=C/c2cccs2)C(=O)N=C2SN=C(SCc3ccccc3)N12	1	50.5*	9.7	15.2	-0.4	0.903	-3.2	8.6	4.9
CN(C)C(CNC(=O)Cc1cccc(C(F)(F)F)c1)c1ccco1 (centres undefined)	1.07	-0.6	4.6	16.5	-7.3	0.954	-1.6	26.9	5.8
O=S(=O)(Nc1cccc(-n2cnnn2)c1)c1ccc(Cl)cc1	1.07	6.0	0.9	1.2	-7.4	0.991	15.6	-4.0	2.6
CN(C)CCNC(=O)c1ccc2c(=O)n(Cc3ccc(Cl)cc3)c(=S)[nH]c2c1	0.979	6.3	5.1	25.7	2.1	0.949	16.9	45.1*	28.3
COc1cc2c(cc1OC)CN(C(=S)Nc1ccc(C)cc1C)CC2	0.983	-6.1	-8.1	24.2	1.7	1.08	19.9	14.6	2.3
Cc1ccc(NC(=O)c2cc(-c3cccs3)nc3ccccc23)nc1	0.927	6.5	10.0	16.4	7.3	0.9	-2.6	3.3	5.9
CCn1c2ccccc2c2cc(NC(=O)CSc3nccc(=O)[nH]3)ccc21	1.12	-10.6	4.1	-15.5	-12.3	0.959	28.9	4.1	11.8
CCN(CC)C(=S)Nc1ccc(C(=O)OC)cc1	0.862	-11.0	-1.7	21.8	13.8	1.02	9.7	4.2	4.7
Cn1cc(CN2CCC(C(=O)N3CCCCC3)CC2)c(-c2ccccc2F)n1	0.971	10.0	10.2	-2.2	2.9	0.898	-0.5	4.0	-12.3
O=S1(=O)N[C@@H](CC2CCCCC2)COc2cc(Br)ccc21	nt	-1.4	-30.8	-1.6	nt	1.36	nt	13.1	21.5
Cn1cc(-c2ccccc2C(=O)O)c(=O)c2ccccc21	1.07	-3.8	0.5	0.3	-6.7	0.995	16.2	0.6	-1.6
N#CCOC(=O)C1CSC2(c3ccc(Br)cc3)CCC(=O)N12 (centres undefined)	1.03	-6.3	-4.9	10.3	-3.3	1.05	5.4	10.6	7.1
COC(=O)C[C@H]1c2cc(F)ccc2S(=O)(=O)N1c1ccccc1	0.823	7.9	-1.1	6.7	17.7	1.01	-1.2	11.1	-2.5
Cc1ccc2nc(S(=O)(=O)O)[nH]c2c1	0.857	7.2	-3.1	-2.4	14.3	1.03	12.3	-4.2	-1.0
COc1ccc(C(=O)OCCN2CCCCC2)cc1	1.04	-0.5	-2.2	-8.9	-4.0	1.02	11.5	-13.1	-3.0
COc1cccc(/C=N/NC(=O)CSc2ccccc2C)c1O	1.8	-7.3	-0.6	42.6*	-79.9	1.01	-4.1	8.0	13.6
CC(C(=O)Nc1ccc2c(c1)OCCO2)N(C)CC(=O)Nc1ccccc1Br (centres undefined)	1.21	-14.4	1.0	-11.3	-21.4	0.99	14.2	-0.1	-4.5
CCOc1cccc(/C=C/c2ccc3cccc(O)c3n2)c1OC	1.03	1.4	2.7	5.6	-2.7	0.973	-8.3	36.1	19.0
NC(=O)c1c(NC(=O)CN2CCCC2)sc2c1CCCC2	1.4	2.5	-5.7	-5.9	-39.6	1.06	5.4	1.1	1.7
COc1ccc(CNC(=O)C2CCCN(S(=O)(=O)c3c(C)nn(C)c3C)C2)cc1 (centres undefined)	0.991	5.9	-15.2	-6.0	0.9	1.15	5.8	12.2	-3.3
Cn1cc([N+](=O)[O-])c(C(=O)Nc2ccc(C(=O)N3CCCCC3)cc2)n1	0.99	-2.0	13.4	-5.9	1.0	0.866	10.3	9.1	2.0
Cc1cc(C)n2nc(SCC(=O)N3CCN(c4ccccc4)CC3)nc2n1	0.907	-4.1	-1.0	4.7	9.3	1.01	18.6	3.4	0.8
N#CC(C(=O)NC1CCCCC1)c1nc2ccccc2nc1N1CCN(c2ccccc2F)CC1 (centres undefined)	0.81	-5.6	11.6	4.3	19.0	0.884	14.4	10.9	5.8

Molecules above with a furan ring, fused or not (three):
SMILES	hIAP activ	ATG4B inh	mIAP inh	TIM10 inh	hIAP block	mIAP act	NLRP3 yeast inh	tim10-1 inh	Apaf-1 inh
CN(Cc1ccccc1)C(=O)c1ccco1	0.953	-30.4	-0.5	-19.1	4.7	1	-11.9	4.8	-22.1
O=C(NCc1ccco1)C1CC(c2ccc(Cl)cc2)=NO1 (centres undefined)	1.02	-1.8	2.5	6.1	-1.6	0.975	27.3	-1.8	4.4
CN(C)C(CNC(=O)Cc1cccc(C(F)(F)F)c1)c1ccco1 (centres undefined)	1.07	-0.6	4.6	16.5	-7.3	0.954	-1.6	26.9	5.8

Further records
SMILES	hIAP activ	ATG4B inh	mIAP inh	TIM10 inh	hIAP block	mIAP act	NLRP3 yeast inh	tim10-1 inh	Apaf-1 inh
CCN1CCCC1CNC(=O)C(=O)Nc1ccccc1OC (centres undefined)	0.934	0.3	-5.2	-1.4	6.6	1.05	18.7	-21.8	-26.0
CC(=O)Nc1ccc(NC(=O)CSc2ccc3nnc(CCNS(=O)(=O)c4ccc(C)cc4)n3n2)cc1	1.09	1.3	-2.7	-0.9	-8.7	1.03	7.5	-3.0	2.8
COc1ccc(NC(=O)c2ccccc2SC)c(OC)c1	0.967	3.2	-15.5	-1.0	3.3	1.16	25.1	4.9	9.4
O=C(NCc1c[nH]c2ccccc12)c1ccccc1	1.22	-1.7	-2.2	21.1	-21.7	1.02	-1.7	10.1	-1.3
CCO[C@@H]1OC(C(=O)NCc2ccccc2)=C[C@H](c2ccccc2)[C@H]1CCCO	0.985	-0.6	-2.1	3.7	1.5	1.02	6.3	12.7	8.7
CCOC(=O)c1ccc(N=Cc2nc(-c3ccccc3)oc2OC(C)=O)cc1	1.07	-5.4	7.3	45.4*	-7.1	0.927	8.7	70.6*	6.2
Cc1ccccc1CN1CCN(S(=O)(=O)c2cccc3nsnc23)CC1	0.856	1.2	2.1	3.1	14.4	0.979	1.1	22.0	1.9
COC(=O)/C(=C\c1cc(OC)c(OC)c(OC)c1)c1nc2ccccc2[nH]1	1.15	3.7	-3.3	17.3	-15.0	1.03	13.5	23.5	5.0
CN1C(=O)C2(C(C#N)=C(N)Oc3c2oc(CO)cc3=O)c2ccccc21 (centres undefined)	1.11	-9.3	4.6	5.1	-11.5	0.954	-4.4	-3.5	-21.4
CCCCCCCNc1cccc(C)c1	0.81	1.5	8.6	11.6	19.0	0.914	11.0	16.6	-9.4
O=C(N/N=C/c1ccc2c(c1)OCCO2)c1ccncc1	0.701	-4.3	8.2	17.9	29.9	0.918	-8.8	10.8	-26.4
O=C(Nc1cccc(/C=C/c2nc3ccccc3c(=O)[nH]2)c1)c1ccccc1Cl	1	-8.5	5.2	-11.0	-0.1	0.948	12.4	15.5	1.1
Cc1cc(C(=O)Nc2ccccc2)oc1C	0.944	-3.7	-5.0	12.2	5.6	1.05	9.7	-28.2	-3.6
COCCn1c(C)cc(/C=C2/SC(=O)N(C(C)C(=O)OC)C2=O)c1C (centres undefined)	0.948	-15.9	16.3	7.5	5.2	0.837	15.5	1.5	-2.2

Screens (PubChem BioAssay)
